# Keap1 Nrf2 FP: Keap1-Nrf2 (human) interaction inhibition; Keap1 Kelch-Nrf2 peptide fluorescence polarization, 1536-well; inhibition, % at 9.4 µM; actives 0.15% (n = 340,000); in the data active = inhibition above about 12%;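 also: human Keap1 Kelch domain with fluorescein labeled Nrf2 9mer peptide probe; 0% = neutral control wells and 100% = peptide positive control; higher means more block of Keap1 binding to Nrf2 peptide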
# OPRM1-OPRD1 ag: OPRM1-OPRD1 heterodimerization agonism; cells, luminescence; activation, % at 9.3 µM; actives 0.3% (n = 340,000); in the data active = activation above about 18%;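 also: 0% = vehicle-treated cells and 100% = reference agonist; values of inactives mirror those of a sister screen read the other way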
# Target sequence (P35372 whole entry, looked up): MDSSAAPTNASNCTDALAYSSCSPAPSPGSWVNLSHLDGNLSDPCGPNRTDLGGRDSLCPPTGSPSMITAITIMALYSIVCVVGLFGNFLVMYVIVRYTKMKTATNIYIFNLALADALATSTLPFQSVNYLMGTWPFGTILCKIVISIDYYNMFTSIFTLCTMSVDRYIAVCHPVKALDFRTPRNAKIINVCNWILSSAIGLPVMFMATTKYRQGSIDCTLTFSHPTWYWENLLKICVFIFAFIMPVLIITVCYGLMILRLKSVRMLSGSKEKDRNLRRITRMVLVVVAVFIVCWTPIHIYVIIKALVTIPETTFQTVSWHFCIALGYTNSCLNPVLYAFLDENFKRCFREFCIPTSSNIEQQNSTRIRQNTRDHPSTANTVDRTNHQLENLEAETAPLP
# Target sequence (P41143 whole entry, looked up): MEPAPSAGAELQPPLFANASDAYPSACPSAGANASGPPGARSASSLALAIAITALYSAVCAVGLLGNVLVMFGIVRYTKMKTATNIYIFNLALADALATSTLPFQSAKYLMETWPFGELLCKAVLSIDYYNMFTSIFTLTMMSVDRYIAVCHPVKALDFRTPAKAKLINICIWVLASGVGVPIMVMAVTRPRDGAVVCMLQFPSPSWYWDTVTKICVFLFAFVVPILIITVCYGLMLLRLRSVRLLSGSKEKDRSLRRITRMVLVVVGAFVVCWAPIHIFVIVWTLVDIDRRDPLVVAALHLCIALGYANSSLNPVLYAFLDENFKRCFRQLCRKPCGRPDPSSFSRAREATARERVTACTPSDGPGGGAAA
# V-ATPase pH: alters yeast V-ATPase proton transport; response, % at 10 µM; S. cerevisiae, pHLuorin cytosolic pH fluorescence; actives 0.37% (n = 350,000); AID 504577; in the data active = response mostly above about 7.3%, no sharp cut-off; inactive = mostly below about 5.4%; also: actives read high; inactives centre near 0; some compounds called inactive have numbers as strong as hits; reference of the scale not given here
# OPRM1-OPRD1 inv: inverse agonists of human mu-delta opioid receptor heterodimerization; P35372+P41143; inhibition, % at 9.3 µM; actives 0.21% (n = 340,000); cell-based MOR-DOR heterodimer luminescence, inverse agonism; in the data active = inhibition above about 22%, passing the limit was not always enough;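 also: 0% = cells with DMSO and 100% = wells without cells with DMSO; values of inactives mirror those of a sister screen read the other way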
# Arrestin-AP2 inh: human beta-arrestin and AP2 interaction inhibition; AID 504490; FITC-arrestin peptide / GST-AP2 beads, flow cytometry; AP2 beta2 appendage carries R879A mutation; inhibition, % at 10 µM; actives 0.31% (n = 340,000);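 active = inhibition above a set limit, near 3 SD of compounds lacking own fluorescence, cut at about 54% in these data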;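 also: plate controls were DMSO wells for no effect and 5 µM unlabelled arrestin peptide for full effect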
#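 Test system: GST-tagged AP2 beta2-adaptin appendage (R879A) on 4 µm glutathione beads; also added: fluorescein-tagged arrestin peptide at 50 nM final; timing: 12 min plus 1 h, RT; signal: flow cytometry, FL1 (488/535 nm); read-out: percent drop in bead-associated FITC signal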
# cardiac RTF act: cardiac RTF calcium sensitization; P19429+P45379; actives 0.24% (n = 340,000); IANBD-labeled TnC RTF fluorescence at EC20 calcium; 0% EC20 calcium, 100% full calcium; activation, % at 7.2 µM; AID 493008;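 active = activation above the mean over all tested compounds plus 3 SD, cut at about 30% in these data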;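 also: rise in fluorescence read as greater calcium sensitivity of cardiac thin filaments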
# Wnt bcat act: activates Wnt/beta-catenin signaling in a reporter cell assay; activator, plate reader; AID 743398; actives 1.2% (n = 300,000); activation, % at 9.35 µM; in the data active = activation above about 30%, passing the limit was not always enough;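 also: 0% = neutral control wells and 100% = positive control wells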
# DSG3 Ab inh: blocks pemphigus antibody binding to human desmoglein-3 | AID 588358 | actives 0.48% (n = 310,000) | DSG3-coupled beads, scFv-anti-DSG3-GFP binding, flow cytometry; stronger effect = lower value | binding (percent of control), % at 10 µM | P32926;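 active = binding more than 3 SD below its plate's average and above zero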;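 also: hits lower antibody fragment binding to DSG3; some compounds called inactive have numbers as strong as hits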
# Cardiac RTF inh: cardiac RTF calcium desensitization. actives 0.12% (n = 340,000). inhibition, % at 7.15 µM. P19429+P45379. IANBD-labeled cardiac RTF, Ca2+ fluorescence. AID 493244;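 active = inhibition above the mean inhibition of all tested compounds plus 3 SD, cut at about 17% in these data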;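 also: assay run at fixed EC70 calcium of 1.6 mM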
# C-LANA FP: blocks KSHV LANA C-terminal domain binding to DNA; MBP-C-LANA/FAM-LBS DNA binding, fluorescence polarization; inhibition, % at 9 µM; actives 0.078% (n = 340,000);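 active = highest replicate inhibition at or above 60% at 9 µM, even if other replicates fall short; inactive = all replicates below 60% inhibition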;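 also: 0% = neutral control wells and 100% = 4 µM acridine orange control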
# * hit, by the source's call; / = no result given; & = joins results of further samples.
SMILES,Keap1 Nrf2 FP,OPRM1-OPRD1 ag,V-ATPase pH,OPRM1-OPRD1 inv,Arrestin-AP2 inh,cardiac RTF act,Wnt bcat act,DSG3 Ab inh,Cardiac RTF inh,C-LANA FP
Nc1c(Br)cc(Br)c2c1-c1ccc([N+](=O)[O-])cc1C2,-5,7.1,-5,-31,3,1,-3,109,-8,4.6
COc1ccc(S(=O)(=O)NCC(c2ccc(C)cc2)N2CCN(C)CC2)cc1OC (centres undefined),-4,-2.6,-3,14,-3,-2,1,101,-10,-0.7
COc1ccc(S(=O)(=O)N2CCN(Cc3ccc4c(c3)OCO4)CC2)cc1F,1,-2.0,3,11,18,-4,1,108,6,0.2
CC(C)OCCCn1c(-c2ccco2)nc2nc3ccccc3nc21,1,1.9,2,-10,17,-2,/,108,-28,1.1
CCOc1ccc(OCc2cccc(C(=O)N3CCCC3)c2)cc1,-6,-1.0,-5,6,1,4,/,105,-6,-0.1
Cc1ccc(-c2cnc(C3CC3)o2)cc1S(=O)(=O)Nc1ccccc1,1,-0.6,-5,3,19,-5,/,92,-10,-1.9
Cc1ccc(-n2nnc(-c3cccnc3Cl)n2)cc1,1,1.7,2,-8,-2,-3,31*,93,-7,1.2
CC(=O)Nc1ccc(C(=O)N(C)C(C(=O)Nc2ccc(C)cc2)c2ccccn2)cc1 (centres undefined),-4,1.7,-1,-9,7,3,4,101,-2,0.7
Cc1ccc(S(=O)(=O)CCC(=O)N2CCN(c3ccc(Cl)cc3)CC2)cc1,-1,-1.9,1,10,17,-11,-2,97,2,-1.2
COc1cccc(/C=C2\SC(=S)N(N3C(=O)CCCC3=O)C2=O)c1,-2,0.1,-2,-1,4,3,4,94,-2,2.5
Cc1nc(N(C)C)c2sc(=S)n(-c3ccccc3)c2n1,-6,0.3,4,-2,-10,3,6,105,-9,0.0
Cc1ccc(C)c(OCC(=O)NC(Cc2c[nH]c3ccccc23)C(=O)O)c1 (centres undefined),-2,-1.8,5,9,7,7,-1,100,-4,0.2

# Compound profiles, as listed above:
# Results for CCOc1ccc(OCc2cccc(C(=O)N3CCCC3)c2)cc1 = Keap1 Nrf2 FP: -6; OPRM1-OPRD1 ag: -1.0; V-ATPase pH: -5; OPRM1-OPRD1 inv: 6; Arrestin-AP2 inh: 1; cardiac RTF act: 4; Wnt bcat act: /; DSG3 Ab inh: 105; Cardiac RTF inh: -6; C-LANA FP: -0.1
# Results for COc1ccc(S(=O)(=O)N2CCN(Cc3ccc4c(c3)OCO4)CC2)cc1F = Keap1 Nrf2 FP: 1; OPRM1-OPRD1 ag: -2.0; V-ATPase pH: 3; OPRM1-OPRD1 inv: 11; Arrestin-AP2 inh: 18; cardiac RTF act: -4; Wnt bcat act: 1; DSG3 Ab inh: 108; Cardiac RTF inh: 6; C-LANA FP: 0.2

# (further entries)
SMILES,Keap1 Nrf2 FP,OPRM1-OPRD1 ag,V-ATPase pH,OPRM1-OPRD1 inv,Arrestin-AP2 inh,cardiac RTF act,Wnt bcat act,DSG3 Ab inh,Cardiac RTF inh,C-LANA FP
CNC(=O)CN(C)S(=O)(=O)c1ccc(OC)c(Cl)c1,-1,-3.7,-1,17,20,-4,-2,105,-7,-0.4
COc1ccc2c(c1)CCc1cnoc1-2,-3,0.6,1,-3,-11,-4,-3,94,-16,0.9
CS(=O)(=O)c1ccccc1-c1nnc(NC(=O)CCS(=O)(=O)c2ccc(Cl)cc2)o1,-3,-1.9,0,12,0,4,-1,91,-8,-0.5
CCCOc1ccc(OCCOCCN2CCc3ccccc3C2)cc1,-4,1.4,-5,-7,10,2,/,98,3,0.2
C=CCNC(=S)/C(=C(\[O-])c1ccc(Cl)cc1)[n+]1ccccc1,-6,-3.1,1,16,-6,3,-2,112,-5,0.7
Cc1ccc(OCCC(=O)OCC(=O)Nc2ccc(C)c(S(=O)(=O)N3CCOCC3)c2)cc1,-3,0.5,3,-2,15,-3,-2,/,-10,-0.9
O=C(Cn1c(=O)[nH]c2ccsc2c1=O)NC1CCCCCC1,3,-2.7,-4,14,-8,3,-5,104,-2,-1.3
CCOC(=O)c1c(C)[nH]c(C)c1C(=O)COC(=O)c1cc(OC)cc(OC)c1,-3,-1.5,0,8,7,0,-2,104,2,0.3
COc1ccc(CN2CN(C3CCCC3)CSC2=S)cc1,-1,-2.1,3,10,45,-2,4,95,-5,3.3
CC(C)(C)[C@H]1CCC(=O)N([C@H](CSc2ccccc2)Cc2ccccc2)CC1,-4,4.2,-3,-23,-5,-3,-9,106,0,-0.3
CCCCC1(C(=O)OCC)NC(c2ccc(O)cc2)C2C(=O)N(c3ccccc3)C(=O)C21 (centres undefined),-1,-4.0,-2,19,8,-6,0,105,-10,0.9
Cc1ccc(S(=O)(=O)/N=C2/NC(=O)/C(=C/c3cc([N+](=O)[O-])ccc3O)S2)cc1,-40,-3.8,-1,20,18,16,-3,111,-27,-12

# Ordered by molar mass (falling): 13 of the compounds above
SMILES,Keap1 Nrf2 FP,OPRM1-OPRD1 ag,V-ATPase pH,OPRM1-OPRD1 inv,Arrestin-AP2 inh,cardiac RTF act,Wnt bcat act,DSG3 Ab inh,Cardiac RTF inh,C-LANA FP
Cc1ccc(OCCC(=O)OCC(=O)Nc2ccc(C)c(S(=O)(=O)N3CCOCC3)c2)cc1,-3,0.5,3,-2,15,-3,-2,/,-10,-0.9
CCCCC1(C(=O)OCC)NC(c2ccc(O)cc2)C2C(=O)N(c3ccccc3)C(=O)C21 (centres undefined),-1,-4.0,-2,19,8,-6,0,105,-10,0.9
Cc1ccc(S(=O)(=O)/N=C2/NC(=O)/C(=C/c3cc([N+](=O)[O-])ccc3O)S2)cc1,-40,-3.8,-1,20,18,16,-3,111,-27,-12
CC(=O)Nc1ccc(C(=O)N(C)C(C(=O)Nc2ccc(C)cc2)c2ccccn2)cc1 (centres undefined),-4,1.7,-1,-9,7,3,4,101,-2,0.7
COc1ccc(S(=O)(=O)N2CCN(Cc3ccc4c(c3)OCO4)CC2)cc1F,1,-2.0,3,11,18,-4,1,108,6,0.2
CCOC(=O)c1c(C)[nH]c(C)c1C(=O)COC(=O)c1cc(OC)cc(OC)c1,-3,-1.5,0,8,7,0,-2,104,2,0.3
Nc1c(Br)cc(Br)c2c1-c1ccc([N+](=O)[O-])cc1C2,-5,7.1,-5,-31,3,1,-3,109,-8,4.6
Cc1ccc(C)c(OCC(=O)NC(Cc2c[nH]c3ccccc23)C(=O)O)c1 (centres undefined),-2,-1.8,5,9,7,7,-1,100,-4,0.2
CCCOc1ccc(OCCOCCN2CCc3ccccc3C2)cc1,-4,1.4,-5,-7,10,2,/,98,3,0.2
Cc1ccc(-c2cnc(C3CC3)o2)cc1S(=O)(=O)Nc1ccccc1,1,-0.6,-5,3,19,-5,/,92,-10,-1.9
C=CCNC(=S)/C(=C(\[O-])c1ccc(Cl)cc1)[n+]1ccccc1,-6,-3.1,1,16,-6,3,-2,112,-5,0.7
CCOc1ccc(OCc2cccc(C(=O)N3CCCC3)c2)cc1,-6,-1.0,-5,6,1,4,/,105,-6,-0.1
O=C(Cn1c(=O)[nH]c2ccsc2c1=O)NC1CCCCCC1,3,-2.7,-4,14,-8,3,-5,104,-2,-1.3

# Following part:
SMILES,Keap1 Nrf2 FP,OPRM1-OPRD1 ag,V-ATPase pH,OPRM1-OPRD1 inv,Arrestin-AP2 inh,cardiac RTF act,Wnt bcat act,DSG3 Ab inh,Cardiac RTF inh,C-LANA FP
Cc1ccc(SCCC(=O)Nc2c(C)n(C)n(-c3ccccc3)c2=O)cc1,0,-2.5,0,16,4,4,-5,/,-7,-2.3
O=c1[nH]cnc2c1C(c1ccccc1)c1c(nc[nH]c1=O)O2,-6,-1.4,2,8,30,-9,-2,103,-4,-3.0
O=C(CCNC(=O)c1ccccc1Cl)NCCC1=CCCCC1,-1,-0.4,0,2,6,9,-1,106,-4,-2.0
CN(C)c1ccc(P(=O)(Nc2cccc(C(F)(F)F)c2)N2CCOCC2)c(NC(=O)c2cccs2)c1 (centres undefined),3,3.0,-1,-21,5,6,-3,98,-31,-1.3
O=[N+]([O-])c1cccc(CSc2nc3ccccc3[nH]2)c1,5,1.4,-1,-9,9,-4,/,90,-4,-1.2
Cc1nc2cc(NC(=O)NCc3ccc4c(c3)OCO4)ccc2o1,-1,-0.4,-3,3,6,-6,1,117,-3,0.3
N=C1c2c(cc(=O)n3c2[nH]c2ccccc23)CN1CCN1CCOCC1,3,-2.1,-2,10,-6,-2,-1,/,-5,3.8
Clc1ccc(-c2cnnc(-c3ccccn3)n2)cc1,0,-2.1,-1,12,0,-4,25,102,-1,1.4
O=C(Cc1ccccc1)NC(Nc1ccccc1)C(Cl)(Cl)Cl (centres undefined),4,-0.1,0,0,8,2,/,/,-4,0.1
Cc1cccc(C(=O)NC(=S)NNC(=O)c2ccccc2Cl)c1,1,-5.2,-2,26,2,0,2,96,9,-0.8
CN(CC(=O)Nc1c(Cl)cccc1Cl)C(=O)CCC1CCCC1,4,-3.3,0,18,-2,-2,-1,103,5,0.0
CCCCn1c(SCC(=O)c2ccc3c(c2)OCCO3)nnc1-c1ccoc1C,-1,-2.8,-1,14,-6,-6,/,100,5,-1.4
COc1ccc(N2CCN(C(=O)c3cc(C4CC4)nn3-c3ccccc3)CC2)cc1,0,-2.6,1,11,-8,4,-1,81,-5,2.1
O=C(Nc1ccc2c(c1)nc1n2CCCCC1)c1cc(S(=O)(=O)N2CCOCC2)ccc1Cl,-4,-1.4,3,8,-6,-4,-2,100,-27,0.2
COC(=O)c1ccccc1-n1cccc1C(=O)NP(=O)(N1CCOCC1)N1CCOCC1,3,-1.9,-2,13,28,-2,0,81,1,0.2
C=CCN=c1scc(-c2ccccc2)n1/N=C/c1ccccn1,-5&1,1.2&6.4,4&-3,-6&-46,0&7,-6&1,-3&10,114&98,10&-5,3.7&-1.0
CCN(CC)C(=O)COc1ccc(/C=N/NC(=O)c2cc(-c3ccccc3OC)nc3ccccc23)cc1OC,-2,1.2,-1,-6,3,12,2,/,-5,-1.9
O=c1[nH]c(Nc2ccccn2)cc2ccccc12,-4,0.5,-1,-3,1,4,29,98,-6,-0.2
O=c1oc2ccccc2c2c1nc(C(F)(F)F)n2-c1ccccc1,-4,0.1,12,-1,4,0,/,107,-2,1.3
CC(C)(C)NC(=O)C(c1ccncc1)N(C(=O)CNC(=O)c1ccco1)c1ccc2c(c1)OCO2 (centres undefined),-4,-0.7,-1,4,-3,-1,-2,/,-17,0.0
CC1CC2C3CCC4=CC(=O)CCC4(C)C3CCC2(C)C1(O)C(=O)CO (centres undefined),-7,-0.7,0,4,11,0,3,97,-12,0.9
CCOC(=O)[C@H]1[C@H]2COc3ccc(OC)cc3[C@@H]2N2C(=O)CN(Cc3ccc(F)cc3)C(=O)[C@@]12C,3,-3.1,-5,17,21,-4,-3,104,-12,-1.6
CN(Cc1nc(-c2ccc(Cl)cc2)no1)C(=O)c1ccc2c(c1)OCO2,-2,-0.6,2,4,-1,-2,/,102,-9,1.2
COc1ccccc1NC(=O)c1ccc(C(=O)c2ccccc2)o1,/,-0.8,11,4,9,3,-1,118,-8,/
COc1ccc(C#Cc2ccc3c(=O)c4ccccc4n(C)c3c2)cc1,0,-1.7,-6,9,39,-2,/,90,4,0.9
CCCCn1c(N)c(N(CCC(C)C)C(=O)COC(=O)Cc2ccc(Cl)cc2)c(=O)[nH]c1=O,-8,0.7,2,-2,-3,1,-2,/,-3,0.2
